Screening data deposited in PubChem BioAssay by National Center for Advancing Translational Sciences (NCATS).
CCT chaperon mod – cytosolic chaperonin activity modulation | AID 651819 | activity change, % (test concentration not listed), hits read low | purified chaperonin ATPase assay, HTRF ADP detection, 30 min | hit rate 0.3% among 360,000; in the data active = activity change below about -30%; also: % is scaled to controls: 0 for no effect and ±100 for the full control effect
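Nucleotide hydrolysis assay: TRiC at 20–40 nM final (set by batch activity) with 10 uM ATP, 30 min at 37 °C, in presence of 76 uM compound. Detection by competitive ADP HTRF, 30 min ambient.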
Abeta rescue – A-beta toxicity reversal in yeast | AID 1347071 | Potency, µM (series often up to 46.1 µM), without a hit: at the highest dose growth rescue, actives largely listed as activators | hit rate 0.063% among 410,000 | yeast expressing A-beta42, growth rescue, OD600, 48 h; response scale: 0% DMSO, 100% iron-clioquinol control; also: potency is read from the fitted curve at half-maximal effect; nearly all actives have a fitted effect of over 55% in size
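Yeast growth medium received pinned compounds, then yeast cells expressing toxic A-beta were added; plates incubated at 30 C for 48 hr. Growth read as absorbance at 600 nm, normalized to DMSO and equimolar FeCl3 plus clioquinol controls.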
HepG2 tox – HepG2 cytotoxicity, counter-screen for TGF-b inhibitors; hit rate 0.76% among 410,000; HepG2 CAGA-GFP viability, ATP luminescence, 18 h; Potency, µM (titrated, usually from 46.1 µM), for the others: at the top dose activity change, negative = cytotoxicity, actives largely listed as cytotoxic; also: potency is read from the fitted curve at half-maximal effect; some results filed as inactive show a strong effect at the top dose
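CellTiter-Glo luminescence gave cytotoxicity after 18 hours at 37 degrees C. The cells were HepG2 CAGA-GFP in 1% FBS DMEM, stimulated with 500 pg/mL TGF-beta after compound addition. %Activity was normalised to no-cell wells (complete cell-killing) and DMSO (no toxicity), and curves were fitted and classified.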
A549 viability – counter-screen for Nrf2 inhibitors: cytotoxicity in A549 cells; AID 504648; Potency, µM (titrated, usually from 46 µM), without a hit: at the top dose activity change, negative = cytotoxicity, usual class: inhibitors; A549 ARE-Fluc cells, CellTiter-Fluor viability, 18-24 h; hit rate 0.16% among 390,000; also: potency is read from the fitted curve at half-maximal effect; % is scaled to controls: 0 for no effect and ±100 for the full control effect
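Cytotoxicity counterscreen: CellTiter-Fluor fluorescence was measured in A549 ARE_Fluc cells after 18-24 h of compound exposure in a concentration series. The subsequent BugLite luminescent read reports ARE-luciferase activity.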
TGFb SMAD3 inh – inhibitors of TGF-b signaling; HepG2 CAGA-GFP TGF-b/SMAD3 reporter, GFP fluorescence, 18 h; TGF-beta stimulated, 500 pg/mL final; Potency, µM (highest dose often 46.1 µM), without a hit: top-dose activity, negative = inhibition, usual class: inhibitors; hit rate 1.2% among 410,000; AID 588855; also: potency is read from the fitted curve at half-maximal effect; % is scaled to controls: 0 for no effect and ±100 for the full control effect; nearly all actives have a fitted effect of over 65% in size
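Smad-responsive CAGA-GFP expression was quantified in HEPG2 cells exposed to compounds and 500 pg/mL final TGF-beta for 18 h at 37 degrees C; unstimulated wells defined full inhibition.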
pAkt inh – inhibitors of Akt phosphorylation. Neuro2A IGF-stimulated pAkt S473 HTRF, 20 min; active compounds read low. activity change, % for hits at 50 µM. hit rate 0.32% among 360,000. AID 651550; in the data active = activity change below about -80%; inconclusive = mostly about -51% to -80%; also: % is scaled to controls: 0 for no effect and ±100 for the full control effect
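Neuro2A cells in DMEM with 0.5% FBS, overnight at 37 deg C, given compound at single 50 µM final, then IGF (6 nM final) for 20 min at 37 deg C. Lysed; phospho-Akt Ser473 by HTRF after 24 h, 665/615 ratio.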
Nrf2 activator – activates Nrf2 signaling; AREc32 ARE-luciferase reporter (MCF7-derived line), luminescence, 24 h; Potency, µM (series often up to 46.1 µM), without a hit: at the top dose activation, actives largely listed as activators; hit rate 0.31% among 410,000; also: potency is read from the fitted curve at half-maximal effect; % of control where 0% means no effect; nearly all actives have a fitted effect of over 65% in size
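ARE-driven firefly luciferase activity in AREc32 cells measured after a 24 hr compound exposure at 37 deg C, using Steady-Glo reagent and a 30 min room-temperature hold.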
Nrf2 inh – blocks Nrf2 signaling. A549 ARE-Fluc reporter, luciferase luminescence, 18-24 h. Potency, µM (series often up to 46 µM), for the others: at the highest dose activity change, negative = inhibition, most hits filed as inhibitors. hit rate 2.1% among 360,000. AID 504444; also: potency is read from the fitted curve at half-maximal effect; % is scaled to controls: 0 for no effect and ±100 for the full control effect; nearly all actives have a fitted effect of over 60% in size
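Reporter: ARE-Fluc in A549. Exposure: 18-24 h, 37 °C, 5% CO2, 5% FBS OPTI-MEM. Readouts: fluorescent cytotoxicity (CellTiter-Fluor), then luminescent Nrf2 signal after BugLite.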
MmCpn inh – M. maripaludis TRiC chaperonin inhibition | AID 504842 | Potency, µM (highest dose often 76.9 µM), inactives show at the highest dose activity, negative = inhibition, most hits filed as inhibitors | hit rate 0.031% among 330,000 | purified Mm-Cpn ATPase, ADP Transcreener TR-FRET; also: potency is read from the fitted curve at half-maximal effect; % is scaled to controls: 0 for no effect and ±100 for the full control effect; nearly all actives have a fitted effect of over 80% in size
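Reaction buffer contained 30 mM Tris pH 7.4, 100 mM KCl, 5 mM MgCl2 and 1 mM DTT. Mm-CPN (25 nM final) hydrolysed 10 uM ATP over 30 min at 37°C; ADP was read by HTRF.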
* hit, by the source's call; i = inactive; ? = inconclusive; . = not tested or not shown; & = joins results of further samples; [ ] = another dose, or the depositor's remark. Unless noted, calls follow the shape of the dose curve; as a rule, active = well fitted curve in the direction sought with a large enough effect; inconclusive = small, poorly fitted or top-dose-only effect, or another doubt; inactive = no such curve, though single readings can be large; an effect the other way counts as inactive or inconclusive.

SMILES	CCT chaperon mod	Abeta rescue	HepG2 tox	A549 viability	TGFb SMAD3 inh	pAkt inh	Nrf2 activator	Nrf2 inh	MmCpn inh
N#CC(C#N)=C(N)Nc1cccc(Cl)c1	-0.6	-1%	-10%	5%	17%	i	0.1%	-2%	4%
Cc1ccc(-c2csc(Nc3ccc(S(N)(=O)=O)cc3)n2)o1	2.7	3%	0%	-2%	-27%	i	3.8%	-13%	-3%
CCOc1ccc(C(=O)Nc2nnc(C3=COCCO3)o2)cc1	-4.8	14%	-18%	0%	3%	i	-0.3%	5%	2%
Cc1oc(-c2ccc(-c3ccccc3)cc2)nc1CN(C)C1CCOC1 (centres undefined)	-1.5	-6%	-26%	-3%	?	i	1.3%	?	-3%
COCCCn1c(SCC(=O)NC(C)(C)C)nnc1-c1ccccc1	-0.6	-11%	-7%	7%	8%	i	0.6%	-7%	0%
COCCNC(=O)Cc1c(C)c2c(cc(C)c3c(C)coc32)oc1=O	0.2	0%	-5%	-7%	-13%	i	0.4%	-15%	0%
CCN(C[C@H]1N[C@@](CC)(C(=O)OC)[C@H]2C(=O)N(C)C(=O)[C@@H]12)C(=O)Nc1ccc(C(F)(F)F)cc1	0.6	-5%	-3%	-6%	-14%	i	-0.6%	-1%	-1%
O=C(/C=C/c1ccccc1)NNC(=O)C1CC1	-2.1	-6%	-102%	-11%	14µM*	i	1.4%	4%	1%
CC(NC(=O)c1ccccc1)c1nnc(SCC(=O)NC2=NCCS2)n1C (centres undefined)	-2.0	-6%	-8%	-11%	-8%	i	-0.9%	-3%	0%
CC(C)CC(=O)OCc1cn(-c2ccccc2)nn1	-1.9	7%	-10%	-2%	34%[activator]	i	-1.0%	-2%	-1%
O=C(CSc1oc(-c2ccccc2)nc1S(=O)(=O)c1ccc(Cl)cc1)NC1CCCCC1	.	-1%	-1%	-2%	0%	.	-0.3%	4%[9.27 µM]	.
COc1ccc(S(=O)(=O)NC2CCCC2)cc1C(N)=O	0.8	-12%	12%	0%	-1%	i	0.2%	-34%	2%
O=S(=O)(c1cccc2nsnc12)N1CCN(c2ccccc2F)CC1	0.4	-8%	3%	6%	-1%	i	-0.8%	-11%	-1%
COC(=O)C(C)N1C(=O)S/C(=C\c2ccc(-c3ccc(C(=O)O)cc3C)o2)C1=O (centres undefined)	1.4	1%	-2%	?	1%	i	5.3%	?	1%
[O-]/[N+](=C\c1ccccc1)[C@@H]1CCCC[C@@H]1/[N+]([O-])=C/c1ccccc1	1.1	-6%	3%	-3%	-4%	i	-0.2%	-6%	0%
Cc1cc(C)c(S(=O)(=O)NC2CCN(Cc3ccccc3)CC2)c(C)c1	1.0	15%	-50%	19%	?	i	-0.5%	-2%	0%
CCn1c(SCC(=O)NC2CC2)nnc1-c1cccc(OC)c1	2.3	6%	-78%	9%	-6%	i	-1.0%	23%	0%
CCOCC(=O)NCc1ccc2c(c1)OCO2	-6.8	-7%	-15%	7%	-20%	i	-0.2%	.	.
CC(=O)c1ccc(S(=O)(=O)N2CCN(C(=O)c3ccc(-n4cncn4)c([N+](=O)[O-])c3)CC2)cc1	-0.9	4%	-7%	-1%	-13%	i	-0.7%	-16%	0%
O=C(NC(Cc1c[nH]c2ccccc12)C(=O)O)/C(=C\c1ccc2c(c1)OCO2)NC(=O)c1ccccc1 (centres undefined)	-0.2	-16%	-1%	1%	-7%	i	-0.7%	7%	-2%
O=C1CCN(Cc2ccccc2)C(=S)N1	-0.2	3%	0%	3%	9%	i	-0.2%	0%	.
CC(=O)N1CCOc2ccc(S(=O)(=O)N3CCC(C(=O)NCc4ccccc4)CC3)cc21	0.0	-9%	3%	7%	14%	i	-0.1%	-4%	1%
CC(C)(C)c1ccc(C(=O)Nc2cc(-c3nc4ccccc4o3)ccc2Cl)cc1	.	-8%	-33%	14%	-5%	.	0.7%	-2%	.
COc1ccc2nc(NC(=O)CCn3cccc3)sc2c1	1.5	-8%	7%	-12%	4%	i	2.9%	19%	-3%
Cc1cccc(C)c1NC(=O)CN1C(=O)NC(C)(C2CC2)C1=O (centres undefined)	-1.3	-12%	6%	-2%	-4%	i	-0.5%	-7%	0%

Entries of single compounds, looked up by structure. Order of values: CCT chaperon mod	Abeta rescue	HepG2 tox	A549 viability	TGFb SMAD3 inh	pAkt inh	Nrf2 activator	Nrf2 inh	MmCpn inh
[O-]/[N+](=C\c1ccccc1)[C@@H]1CCCC[C@@H]1/[N+]([O-])=C/c1ccccc1 as listed: 1.1	-6%	3%	-3%	-4%	i	-0.2%	-6%	0%
COC(=O)C(C)N1C(=O)S/C(=C\c2ccc(-c3ccc(C(=O)O)cc3C)o2)C1=O (centres undefined) as listed: 1.4	1%	-2%	?	1%	i	5.3%	?	1%
CCOc1ccc(C(=O)Nc2nnc(C3=COCCO3)o2)cc1 as listed: -4.8	14%	-18%	0%	3%	i	-0.3%	5%	2%
N#CC(C#N)=C(N)Nc1cccc(Cl)c1 as listed: -0.6	-1%	-10%	5%	17%	i	0.1%	-2%	4%

More results.
SMILES	CCT chaperon mod	Abeta rescue	HepG2 tox	A549 viability	TGFb SMAD3 inh	pAkt inh	Nrf2 activator	Nrf2 inh	MmCpn inh
CCc1sc(C(=O)Nc2cc(Cl)ccc2N2CCCCC2)cc1C	-4.4	-15%	-25%	1%	12%	i	0.8%	10%	-2%
Cc1cccc(C(=O)NNC(=O)c2ccccc2Br)c1	-0.2	2%	-5%	2%	-2%	i	3.6%	?	-4%
Cn1c(CCC(=O)Nc2cc(S(C)(=O)=O)ccc2Cl)nc2cc(S(=O)(=O)N3CCOCC3)ccc21	1.4	11%	2%	-1%	-18%	i	-0.4%	8%	1%
Nc1c(-c2nc(-c3ccc4c(c3)OCO4)cs2)c2ccccn2c1C(=O)c1ccccc1	.	-21%	-42%	0%	-1%	.	-0.1%	-15%	.
COc1ccc(C(=O)NC(=S)NNC(=O)c2ccccc2C)cc1	0.6	13%	-3%	-7%	-10%	i	0.4%	?	.
Cn1c(CCN2CCOCC2)nc2cc(NS(=O)(=O)c3ccccc3)ccc21	0.4	-6%	1%	4%	-5%	i	0.1%	-21%	0%
NC(=O)C1CCN(C2=C(NS(=O)(=O)c3ccc(Br)cc3)C(=O)c3ccccc3C2=O)CC1	0.6	7%	-98%	2%	?	i	-1.2%	-12%	0%
O=C(CN1CCN(S(=O)(=O)c2ccc(F)cc2)CC1)Nc1cccc(C(F)(F)F)c1	-0.2	12%	-7%	-6%	-7%	i	-0.7%	-16%	-6%
COc1ccc(Cl)cc1Nc1nc(NCCO)nc(N2CCCC2)n1	-1.8	-5%	-9%	-11%	7%	i	0.6%	-15%	0%
CS(=O)(=O)Nc1ccc(C(=O)Nc2ccc(S(=O)(=O)Nc3nccs3)cc2)cc1	-3.1	2%	3%	-3%	9%	i	-1.0%	4%	0%
C=CC[C@@H](CC(=O)N(CCO)Cc1ccccc1)C(=O)N[C@H](COC(=O)[C@@H](CC=C)CC(=O)OC(C)(C)C)c1ccccc1	-3.8	5%	-29%	?	?	i	4.1%	?	0%
O=[N+]([O-])c1cnn2cc(Br)cnc12	-0.2	6%	-30%	-4%	-3%	i	-1.1%	-16%	0%
COc1cc(Br)ccc1C1C(C(=O)Nc2ccc(C)cc2C)=C(C)Nc2nnnn21 (centres undefined)	.	2%	-20%	-8%	-19%	.	9.8%	-24%	.
C/C(CC(=O)Nc1cc(Cl)ccc1Cl)=N\NC(N)=S	1.5	2%	1%	10%	-21%	i	6.6%	5%	1%
COc1ccc(Cn2c(=O)[nH]c3cc(OC)c(OC)cc3c2=O)cc1	-3.0	2%	-21%	-1%	3%	i	-0.9%	-4%	1%
COc1ccccc1CCNC(=O)c1ccc2nc[nH]c2c1	1.2	1%	5%	3%	-13%	i	0.6%	4%	0%
CCOC(=O)c1[nH]c(C)c(CCC(=O)N2CCN(c3ccccc3)CC2)c1C	.	0%	-3%	-1%	-15%	.	3.5%	.	.
CCOc1ccc(S(=O)(=O)N2CCN(C(=O)c3cccnc3)CC2)cc1	-0.1	5%	-6%	-11%	16%	i	6.3%	-9%	3%
COC(=O)C[C@H]1c2ccccc2S(=O)(=O)N1Cc1ccc(OC)cc1	0.2	-7%	2%&0%	-5%	3%&-7%	i	-0.4%	-55%	.
CC1=C(C(=O)OCc2ccccc2)C(c2ccccc2)NC(=O)N1CCCCCC(=O)O (centres undefined)	-1.2	12%	0%	0%	4%	i	2.7%	1%	0%
CCOC(=O)C1(Cc2cccc(OC)c2)CCN(CC2CC=CCC2)CC1 (centres undefined)	1.2	-9%	-11%	-9%	-6%	i	0.7%	-7%	3%
CCCn1c(=O)c(Br)cn(-c2ccccc2C)c1=O	0.1	11%	29%	-14%	26%	i	0.6%	0%	4%
COc1ccc(CNC(=O)CCNC(=O)c2ccc(C(C)(C)C)cc2)cc1OC	-1.1	2%	-22%	-5%	13%	i	-0.3%	-6%	-7%
CC(=O)N(CN1C(=O)c2ccc([N+](=O)[O-])cc2C1=O)c1ccc(F)cc1	-3.0	10%	-29%	-1%	3%	i	-0.7%	16%	0%
Cc1ccc(OCCC(=O)OCC(=O)Nc2ccc(F)cc2)cc1	0.3	-3%	-19%	1%	-2%	i	0.0%	-2%	0%
CC(=O)Nc1ccn(C2OC(C(COC(C)=O)NC(=O)C(C)NC(=O)OC(C)(C)C)C(OC(C)=O)C2OC(C)=O)c(=O)n1 (centres undefined)	.	.	-4%	7%	0%	.	.	19%	.

Compounds were not picked by outcome; 4.3% or so of the library scored in one or more.
